Screens: PubChem, several laboratories
Scp-1 inhibitor: Scp-1 (human) phosphatase inhibition | Q9GZU7 | Recombinant Scp1, phosphopeptide, malachite green phosphate absorbance | inhibition, % at 20 µM | actives 0.88% (n = 340,000) | AID 493091;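 active means inhibition above about 50% at 20 µM, limit read from the data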;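 further: plate controls were DMSO wells with enzyme for no effect and wells lacking enzyme for full effect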
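assay system = SCP-1 phosphatase catalytic domain, residues 76-261 | buffer or medium = 50 mM Tris acetate pH 5.5, 0.005% Tween-20, 10 mM MgCl2 | incubation = enzyme reaction 45 min at room temperature, colour 5 min, stabilisation 30 min | signal = Phosphate-binding colour reagent, absorbance read at 630 nm | measure = % inhibition at 20 µM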
Neddylation inh: cullin neddylation inhibition | P61081+Q13564 | TR-FRET cullin neddylation, biochemical | calls only at 25 µM | actives 0.58% (n = 360,000); in the data active means inhibition above about 36%
SKN-1 inh: blocks SKN-1 activity in C. elegans. C. elegans VP596 Pgst-4::GFP/RFP ratio, acrylamide-induced, 24 h. inhibition, % at 21.8 µM. actives 0.49% (n = 360,000). AID 624304;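 active means interference check ratio from 0.5 to 1.5 plus GFP to RFP signal ratio inhibition reaching or exceeding a fixed threshold, cut at about 30% in these data, passing the limit was not always enough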; further: some compounds called inactive have numbers as strong as hits
SUMO1 PPI mod: modulators of human SUMO1-mediated protein-protein interactions. P63165. SUMO1 binding to a labelled peptide, TR-FRET, 1 h. inhibition, % at 20 µM. actives 0.33% (n = 360,000); in the data active means inhibition above about 37%
DNMT1 block: inhibitors of human DNMT1. P26358. DNMT1 molecular beacon, Hinp1I cleavage, fluorescence. inhibition (reported as % activation of signal), % at 10 µM. actives 0.83% (n = 360,000). AID 588458; in the data active means inhibition above about 50%
TbMetRS inhib: blocks T. brucei methionyl-tRNA synthetase activity; purified T. brucei MetRS, ATP depletion, Kinase-Glo luminescence; inhibition, % at 11.9 µM; actives 0.4% (n = 360,000);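 active means inhibition above a per-plate cutoff of the control wells' mean inhibition plus 3 SD, cut at about 5.5% in these data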;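 further: 0% = DMSO wells median and 100% = median of wells with control inhibitor compound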
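System: purified T. brucei MetRS enzyme / Detection: Kinase-Glo luciferase luminescence reporting remaining unconsumed ATP / Medium: HEPES buffer with MgCl2, KCl, DTT, spermine, BSA, pyrophosphatase / Replication: singlicate, one well per compound / Evaluation: percent inhibition relative to median high and low control wells / Schedule: 2 h aminoacylation at 25 °C after 15 min preincubation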
STEP block: STEP (human) phosphatase inhibition; P54829; recombinant STEP, OMFP fluorogenic substrate, fluorescence; inhibition, % at 20 µM; actives 0.25% (n = 360,000);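 active means inhibition at 20 µM, scaled per plate between control wells, above about 37%, limit read from the data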;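 further: 0% = DMSO with enzyme and substrate and 100% = substrate only without enzyme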
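Test system: STEP tyrosine phosphatase / Reagent: OMFP at 25 µM / Doses: 20 µM, 1% DMSO / Read-out: percent inhibition scaled to no-enzyme and uninhibited-enzyme controls, plate-pattern corrected / Detection: FITC-channel fluorescence of OMFP product / Medium: Bis-Tris buffer pH 6.0, 2.5 mM DTT, 0.005% Tween 20 / Schedule: 20 min at room temperature, dark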
LMPTP inh: blocks human LMPTP phosphatase. recombinant LMPTP-A, OMFP fluorogenic substrate, fluorescence intensity. inhibition, % at 20 µM. actives 0.22% (n = 360,000). P24666. AID 651560;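 active means compounds that cut the enzyme signal by at least half of the control window in the single-dose screen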;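 further: plate controls were DMSO wells with enzyme plus substrate for no effect and substrate without enzyme for full effect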
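Test system: LMPTP-A phosphatase enzyme. Amount: LMPTP-A at 0.625 nM final in the reaction. Reagent: OMFP substrate, 400 µM final. Times: 50 min at room temperature. Signal: endpoint fluorescence intensity from OMFP dephosphorylation. Read-out basis: % inhibition. Benchmarks: no-enzyme and uninhibited controls.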
CendR NRP1 mod: modulators of CendR peptide binding to human neuropilin-1; inhibition, % at 25 µM; O14786; FAM-RPARPAR peptide binding to NRP-1, fluorescence polarization; actives 0.85% (n = 360,000);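 active means inhibition or corrected inhibition above about 18%, plus a signal ratio from 0.5 to 1.5, limit read from the data, passing the limit was not always enough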; further: strong numbers were not always called active
NadD block: NadD (S. aureus) enzyme inhibition | purified NadD enzyme, colorimetric absorbance read-out | inhibition, % at 20 µM | actives 0.78% (n = 360,000); in the data active means inhibition above about 26%; further: some compounds past the cut are filed as inactive
Starred values were filed as active, the others as inactive; i = inactive; / = not tested or not shown; + = active, no number; & = joins results of further samples.

LMPTP inh	SUMO1 PPI mod	SKN-1 inh	NadD block	DNMT1 block	Scp-1 inhibitor	Neddylation inh	TbMetRS inhib	CendR NRP1 mod	STEP block	compound
0.4	-8	9	16	-5	-4	+	0.0	-28	3	CCN(CC)c1ccc(/C=N/NC(=O)c2ccc3nc[nH]c3c2)c(O)c1
3.0	-4	21	27	-17	24	i	-0.1	2	2	Cn1c2ccccc2c(=O)c2cc(C#Cc3ccc(N)cc3)ccc21
2.6	-25	-5	0	-2	-14	i	0.4	-4	4	COc1ccc(NCC(=O)N/N=C/C=C/c2ccccc2[N+](=O)[O-])cc1
3.5	2	33	8	-9	9	i	-0.2	3	-5	COc1ccc(OCCSc2nc(N)cc(N)n2)cc1
2.3	7	5	1	4	2	i	-0.1	4	-2	Cc1cc(C)cc(NC(=S)N2CC(C)OC(C)C2)c1 (stereo unspecified)
-1.3	-1	5	-5	0	1	i	-1.4	5	-1	COc1cc(C(=O)N2CCCC(c3nc(-c4cccs4)no3)C2)cc(OC)c1OC (stereo unspecified)
15&7.2	7&2	16&17	19&13	-15	18	/	-0.2&0.0	1&0	4	COc1ccc(-c2ccc(-c3nc4ccc(C)cn4c3NC3CCCCC3)cc2OC)cc1
0.0	3	-1	3	1	-3	i	-1.1	-9	4	CC1CN(S(=O)(=O)c2ccc(Cl)c(S(=O)(=O)N3CC(C)OC(C)C3)c2)CC(C)O1 (stereo unspecified)
-2.1	2	2	-3	-2	-12	i	-0.2	-6	-1	CS(=O)(=O)Nc1ccccc1C(=O)OCC(=O)NCc1cccs1
-1.6	2	20	-5	3	-10	i	-0.3	-2	5	Cn1ccnc1SCc1cn2ccccc2n1
-0.4	-4	-3	0	2	3	i	-1.0	-5	-1	Cc1ccccc1Nc1c(-c2ccccc2)nc2ncccn12
-0.2	-9	0	-3	13	/	i	0.5	3	1	COc1ccc(-c2cc3nc(NCCNC(C)=O)n(C)c(=O)c3s2)c(C)c1
1.2	5	-6	-1	-3	-7	i	-0.2	1	-2	O=C(COC(=O)Cc1c(F)cccc1Cl)NC(=O)c1ccccc1
-1.1	-2	-27	-3	2	-6	i	-0.7	-3	2	C/C(=N\NC(=O)CC1N=C(Cc2ccccc2)NNC1=O)c1ccc(C)cc1 (stereo unspecified)
-1.9	0	25	2	-3	-1	i	-0.4	-5	-1	CCn1cc(C(=O)O)c(=O)c2cc(F)c(N3CCN(C)CC3)cc21
-5.8	-24	-7	3	/	/	i	-1.5	-3	/	CN1CCC(N2CCN(C3CN(Cc4cn(Cc5cccc(C(F)(F)F)c5)nn4)S(=O)(=O)C3)CC2)CC1 (stereo unspecified)
2.6	2	-8	-5	0	-10	i	-1.1	-6	2	COC(=O)c1sccc1NC(=O)Nc1ccc(OC)cc1
0.0	3	5	4	-1	-9	i	0.1	1	-3	CC(=O)C1=C(C)NC(=O)CC1c1ccc(F)cc1 (stereo unspecified)
-1.5	-4	14	-6	2	-12	i	-0.7	9	-4	COc1cc(CCC(=O)NCc2ccc(F)cc2)cc(OC)c1OC
0.5	1	5	1	10	-1	i	-0.6	-28	1	C/C(=N\NS(=O)(=O)c1ccc(C)cc1)c1cc2ccccc2oc1=O
-0.5	9	-7	7	/	/	i	-1.3	0	/	Cc1ccc(-c2nc3cc(C)c(Br)c(C)n3c2Cc2cccc(Cl)c2)cc1
-1.3	1	-16	1	3	0	i	0.3	0	1	CCCSC1=C(C#N)C(c2ccc(O)c(OC)c2)CC(=O)N1 (stereo unspecified)
0.5	4	5	5	-5	13	i	2.4	-17	10	Nc1cc(=O)[nH]c(SCC(=O)Nc2ccc(F)c(Cl)c2)n1
-0.9	2	9	-4	3	-10	i	0.0	-2	-3	Cc1ccccc1Nc1nc(N)nc(COC(=O)c2ccccc2)n1
-1.9	7	3	3	5	-8	i	-2.0	-9	-4	COc1ccc(S(=O)(=O)N(C)C[C@@H]2Oc3c(NS(C)(=O)=O)cccc3C(=O)N([C@@H](C)CO)C[C@H]2C)cc1
0.7	-4	-9	11	3	-3	i	0.0	-16	2	c1ccc2c(C[n+]3csc4ccccc43)cccc2c1
0.1	-17	6	6	0	-3	i	-0.6	-19	-3	CCOC(=O)c1nn(-c2ccccc2)c(=O)cc1SC(C)C
4.1	5	13	15	-12	-6	i	-0.1	-2	3	CCOc1cc(C(=O)N2CCC(CC3CC(c4ccc(Cl)cc4)=NO3)(C(=O)NCC3CCCCC3)CC2)cc(OCC)c1OCC (stereo unspecified)
-0.5	1	15	-4	2	-7	i	2.4	10	10	O=C(CNC(=O)c1ccc(Br)cc1)OCC(=O)c1ccccc1
-0.4	4	8	-5	4	-9	i	-0.3	9	3	COC(Cc1ccccc1N1CCCC1=O)OC
1.0	1	2	0	-4	-2	i	-0.5	4	-1	O=C(Cc1cnc2ncnn2c1)N1CCc2c([nH]c3ccccc23)C1c1ccccc1F (stereo unspecified)
1.0	2	-3	-2	0	13	i	-0.6	0	2	Cn1nc(C(=O)Nc2ccccc2N2CCCC2)c2ccccc2c1=O
-1.7	-1	-13	-1	-2	0	i	-0.2	-13	0	O=C(Nc1cccnc1)C(Cc1ccccc1)n1cccc1 (stereo unspecified)
0.5	-1	-2	3	1	-5	i	2.1	6	-2	CCn1c(SC(C)C)nnc1-c1c[nH]c2ccccc12
-0.1	-6	15	3	-1	-11	i	-0.2	2	1	COc1ccccc1/C=C\C(=O)NCC(=O)N/N=C/c1cccc(OC)c1O
0.9	3	0	-6	-2	5	i	-0.2	8	2	O=c1c2ccccc2c(=O)n(-c2ccccc2)n1-c1ccccc1
1.9	-6	7	-1	9	-6	i	0.1	16	0	O=C(Nc1ccccc1-c1nc2ccccc2s1)c1ccc(Br)o1
-1.6	5	-2	-10	-4	1	i	-0.1	0	-6	Cc1ccccc1CN(C)CC(=O)Nc1cccc(S(=O)(=O)N(C)c2ccccc2)c1
-0.8	4	-6	-5	0	15	i	-0.9	9	-1	COc1ccc(S(=O)(=O)NCC(=O)Nc2ccc3c(c2)OCCO3)cc1OC
-1.2	1	21	7	0	-6	i	-0.8	1	0	Cc1cc(C)nc(Nc2ncc(O)n2-c2ccc(C)c(C)c2)n1
-1.5	3	-14	0	5	33	i	-1.3	18	-2	CC(C)N1C(=O)CC2(CC[N+](C)(CCOC(=O)C(c3ccccc3)c3ccccc3)CC2)C1=O (stereo unspecified)
-1.2	1	9	-1	-3	0	i	0.7	-52	-1	CCN1C(=O)CCC(C(=O)O)C1c1ccc(OC)cc1 (stereo unspecified)
1.3	3	-11	4	-1	-6	i	-0.5	-5	0	CCC(C)Sc1ccc([C@@H]2[C@@H]3C(=O)N(CC)C(=O)[C@@H]3[C@]3(C(=O)OC)CCCCN23)cc1 (stereo partly specified)
-0.8	-2	-2	0	-1	-6	i	-0.8	-11	1	c1ccc2c(c1)CCCc1cc(NCCN3CCOCC3)nnc1-2
-0.9	-3	-13	40*	61*	7	i	-1.1	-40	0	Cc1ccc(NC(=O)COc2ccc(/C=C3/SC(=Nc4ccccc4)N(Cc4cccnc4)C3=O)cc2)cc1
-0.3	-2	-7	-6	0	-2	i	-1.0	3	-2	CCS(=O)(=O)N1CCN(C(=O)CCC2CCCC2)CC1
2.8	5	3	-5	0	-8	i	-0.3	0	-1	CCOC(=O)c1c(C)[nH]c(C)c1C(=O)COC(=O)COc1ccc(Cl)c(C)c1
-0.9	3	11	-1	3	-10	i	-0.2	15	-1	CCO[C@H]1OC(C(=O)NC2CC2)=C[C@@H](c2ccc(C(F)(F)F)cc2)[C@@H]1CCCO
0.8	-1	1	3	2	-1	/	-0.2	-1	-2	Cc1coc2c(C)c3oc(=O)c(CCC(=O)NCCCN4CCCC4=O)c(C)c3cc12
5.9	-3	-6	3	-9	10	i	-0.2	-8	1	CC(Nc1nc(-c2ccccc2O)nc2ccccc12)c1ccccc1 (stereo unspecified)

Entries of single compounds, looked up by structure. Order of values: LMPTP inh, SUMO1 PPI mod, SKN-1 inh, NadD block, DNMT1 block, Scp-1 inhibitor, Neddylation inh, TbMetRS inhib, CendR NRP1 mod, STEP block
CCC(C)Sc1ccc([C@@H]2[C@@H]3C(=O)N(CC)C(=O)[C@@H]3[C@]3(C(=O)OC)CCCCN23)cc1 (stereo partly specified) is listed as 1.3, 3, -11, 4, -1, -6, i, -0.5, -5, 0
CC(C)N1C(=O)CC2(CC[N+](C)(CCOC(=O)C(c3ccccc3)c3ccccc3)CC2)C1=O (stereo unspecified) is listed as -1.5, 3, -14, 0, 5, 33, i, -1.3, 18, -2

Later entries
LMPTP inh	SUMO1 PPI mod	SKN-1 inh	NadD block	DNMT1 block	Scp-1 inhibitor	Neddylation inh	TbMetRS inhib	CendR NRP1 mod	STEP block	compound
2.7	0	0	-10	-11	-5	i	0.0	-5	-3	S=C1NCCc2ccc(Cl)cc2C1c1ccccc1 (stereo unspecified)
-0.1	13	-5	0	12	2	i	-0.4	-10	0	O=C(Nc1nnc(S(=O)(=O)N2CCCCC2)s1)c1cccc(Br)c1
1.1	3	10	-7	/	/	i	-0.7	16	/	COC(=O)[C@]12CCCCC=C1N(Cc1ccc(Cl)cc1Cl)C(=O)[C@H](CC(=O)N1CCN(C(=O)C3CC3)CC1)C2
0.2	-4	-31	5	-5	-6	i	-0.4	-6	2	COc1cccc(C2C(C(C)=O)=C(O)C(=O)N2Cc2ccco2)c1 (stereo unspecified)
-0.1	1	8	-2	1	-1	i	-0.2	14	0	CC(=O)c1ccc(N(CC(=O)Nc2cc(C)on2)S(=O)(=O)c2ccc(C)cc2)cc1
0.0	1	-13	6	2	-5	i	-0.2	-4	-1	CN(C(=O)COC(=O)CCCc1c[nH]c2ccccc12)c1c(N)n(Cc2ccccc2)c(=O)[nH]c1=O
-1.0	-4	13	2	2	0	i	-0.1	1	-1	CCOC(=O)NC(=O)CSc1nnnn1-c1ccccc1
1.7	12	4	6	-4	3	i	-0.1	-24	2	COc1ccc(OC)c(NC(=O)CSc2nc3[nH]c(=O)cc(O)c3s2)c1
0.5	6	24	-5	0	-7	i	-0.3	12	0	Cc1ccc(S(=O)(=O)CCC(=O)OCC(=O)c2cc(C)ccc2C)cc1
0.1	12	1	5	-2	-1	i	-0.1	8	-1	COc1ccc(N(CC(=O)NCc2cccnc2)S(=O)(=O)c2ccccc2[N+](=O)[O-])c(OC)c1
0.9	-2	3	-7	1	-5	i	5.6	6	-2	COc1ccccc1CCC(=O)Nc1cccc(S(=O)(=O)N2CCCC2)c1
-1.0	3	-16	3	-1	-5	i	-1.1	-9	1	CNNC(=S)Nc1cccc(SC)c1

NadD block, hit marks shown above
LMPTP inh	SUMO1 PPI mod	SKN-1 inh	NadD block	DNMT1 block	Scp-1 inhibitor	Neddylation inh	TbMetRS inhib	CendR NRP1 mod	STEP block	compound
-0.9	-3	-13	40*	61*	7	i	-1.1	-40	0	Cc1ccc(NC(=O)COc2ccc(/C=C3/SC(=Nc4ccccc4)N(Cc4cccnc4)C3=O)cc2)cc1
